Source: PubChem BioAssay (National Center for Advancing Translational Sciences (NCATS))
HepG2 viability = HepG2 cytotoxicity, counter-screen for TGF-b inhibitors; Potency, µM (series often up to 46.1 µM), without a hit: top-dose activity change, negative = cytotoxicity, hits mostly cytotoxic; HepG2 CAGA-GFP viability, ATP luminescence, 18 h; 410,000 tested, 0.76% active; further: some results filed as inactive show a strong effect at the top dose
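CellTiter-Glo luminescence gave cytotoxicity after 18 hours at 37 degrees C. The cells were HepG2 CAGA-GFP in 1% FBS DMEM, stimulated with 500 pg/mL TGF-beta after compound addition. %Activity was normalised to no-cell wells (complete cell-killing) and DMSO (no toxicity), and curves were fitted and classified.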
ATXN2 expr inh = inhibitors of ATXN2 expression; HEK-293 ATXN2-luciferase reporter, luminescence, 24 h; Potency, µM (titrated, usually from 57 µM), for the others: top-dose activity change, negative = inhibition, usual class: inhibitors; 360,000 tested, 0.72% active; AID 1745845; further: on the % scale 0 is the no-effect control and ±100 the full control effect; nearly all actives have a fitted effect of over 55% in size
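ATXN2-luciferase reporter cells (luciferase flanked by upstream and downstream ATXN2 gene portions) were treated 24 h at 37 °C with compounds at up to 57 uM. SteadyGlo luminescence gave expression; GF-AFC fluorescence gave viability.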
Nrf2 activator = activates Nrf2 signaling. AREc32 ARE-luciferase reporter (MCF7-derived line), luminescence, 24 h. Potency, µM (series often up to 46.1 µM), inactives show at the top dose activation, actives largely listed as activators. 410,000 tested, 0.31% active; further: % of control where 0% means no effect; nearly all actives have a fitted effect of over 65% in size
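Steps: seed AREc32_Fluc cells (1000/well, 5% FBS OPTI-MEM); incubate overnight at 37 deg C; add 23 nL compound; incubate 24 hr; add Steady-Glo; hold 30 min RT; read luminescence.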
TGFb SMAD3 inh = inhibitors of TGF-b signaling. HepG2 CAGA-GFP TGF-b/SMAD3 reporter, GFP fluorescence, 18 h; TGF-beta stimulated, 500 pg/mL final. Potency, µM (highest dose often 46.1 µM), without a hit: at the top dose activity, negative = inhibition, actives largely listed as inhibitors. 410,000 tested, 1.2% active. AID 588855; further: on the % scale 0 is the no-effect control and ±100 the full control effect; nearly all actives have a fitted effect of over 65% in size
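Smad-responsive CAGA-GFP expression was quantified in HEPG2 cells exposed to compounds and 500 pg/mL final TGF-beta for 18 h at 37 degrees C; unstimulated wells defined full inhibition.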
MCF10A rerep = induces DNA re-replication in MCF 10a normal breast cells | MCF 10A DNA re-replication, Hoechst nuclear intensity, 48 h | Potency, µM (series often up to 46.1 µM), without a hit: at the top dose activity, positive = re-replication, usual class: activators | 350,000 tested, 2.9% active | AID 624296; further: % of control where 0% means no effect; nearly all actives have a fitted effect of over 50% in size
A549 tox = A549 cytotoxicity, counter-screen for Nrf2 inhibitors; A549 ARE-Fluc cells, CellTiter-Fluor viability, 18-24 h; Potency, µM (top dose mostly 46 µM), without a hit: top-dose activity change, negative = cytotoxicity, actives largely listed as inhibitors; 390,000 tested, 0.16% active; further: on the % scale 0 is the no-effect control and ±100 the full control effect
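A549 ARE_Fluc cells in 5% FBS OPTI-MEM were exposed to compounds in concentration-response for 18-24 h at 37 deg C. Viability was read by CellTiter-Fluor fluorescence (Ex 405/Em 525) after 30 min, before the luciferase read.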
Nrf2 block = blocks Nrf2 signaling; 360,000 tested, 2.1% active; A549 ARE-Fluc reporter, luciferase luminescence, 18-24 h; Potency, µM (titrated, usually from 46 µM), for inactives: at the top dose activity change, negative = inhibition, hits mostly inhibitors; AID 504444; further: on the % scale 0 is the no-effect control and ±100 the full control effect; nearly all actives have a fitted effect of over 60% in size
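Quantitative HTS in A549 cells stably bearing an antioxidant response element-firefly luciferase construct. Inhibition of Nrf2-driven transcription was scored by luminescence after 18-24 h of compound exposure at 37 °C.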
EPAC2 antag = antagonists of human EPAC2; AID 720708; Potency, µM (highest dose often 114 µM), inactives show at the highest dose activity, negative = inhibition, hits mostly inhibitors; EPAC2 GEF exchange of Rap1B-BODIPY-GDP, fluorescence; 360,000 tested, 0.18% active; Q8WZA2; further: on the % scale 0 is the no-effect control and ±100 the full control effect; nearly all actives have a fitted effect of over 45% in size; many of its hits are not listed in these tables
Target sequence (Q8WZA2 whole entry, looked up): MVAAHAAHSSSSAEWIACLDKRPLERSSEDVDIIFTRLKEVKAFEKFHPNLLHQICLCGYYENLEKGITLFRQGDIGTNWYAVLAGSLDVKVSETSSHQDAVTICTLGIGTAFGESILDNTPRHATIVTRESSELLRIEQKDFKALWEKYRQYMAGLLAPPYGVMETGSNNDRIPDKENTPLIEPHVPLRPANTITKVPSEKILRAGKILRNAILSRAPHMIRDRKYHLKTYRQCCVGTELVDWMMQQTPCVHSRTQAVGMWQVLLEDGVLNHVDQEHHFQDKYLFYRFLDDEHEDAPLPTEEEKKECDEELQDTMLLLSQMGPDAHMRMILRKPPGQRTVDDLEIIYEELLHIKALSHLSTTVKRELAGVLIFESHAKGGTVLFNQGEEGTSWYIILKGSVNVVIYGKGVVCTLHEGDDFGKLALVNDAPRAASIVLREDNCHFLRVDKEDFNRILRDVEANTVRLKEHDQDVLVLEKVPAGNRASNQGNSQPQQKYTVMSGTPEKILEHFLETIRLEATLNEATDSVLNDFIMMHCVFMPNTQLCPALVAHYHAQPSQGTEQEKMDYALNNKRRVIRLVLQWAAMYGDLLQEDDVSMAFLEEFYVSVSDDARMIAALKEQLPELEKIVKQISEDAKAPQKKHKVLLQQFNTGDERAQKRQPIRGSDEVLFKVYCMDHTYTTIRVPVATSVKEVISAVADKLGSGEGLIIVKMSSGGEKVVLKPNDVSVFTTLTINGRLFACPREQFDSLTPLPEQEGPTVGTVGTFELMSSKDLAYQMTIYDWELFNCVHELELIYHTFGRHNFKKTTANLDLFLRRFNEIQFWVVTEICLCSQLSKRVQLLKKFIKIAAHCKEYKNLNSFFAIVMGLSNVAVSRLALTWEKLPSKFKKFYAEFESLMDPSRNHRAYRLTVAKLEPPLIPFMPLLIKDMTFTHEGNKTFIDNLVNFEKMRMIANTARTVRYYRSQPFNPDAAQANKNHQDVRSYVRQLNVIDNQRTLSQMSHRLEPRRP
S2 tox = viability counter-screen for ATXN expression inhibitors | S2 cells (HEK-293 line with an ATXN2-luciferase reporter) viability, CellTiter-Fluor protease fluorescence, 24 h | 400,000 tested, 0.49% active | Potency, µM (top dose mostly 56.7 µM), usual class: cytotoxic; further: nearly all actives have a fitted effect of over 40% in size
An asterisk follows results filed as active; i = inactive; ? = inconclusive; . = no result given; & = joins results of further samples; [ ] = remark or other dose. The call rests on the fitted dose curve; in most records, active means well fitted curve in the direction sought with a large enough effect; inconclusive means small, poorly fitted or top-dose-only effect, or another doubt; inactive means no such curve, though single readings can be large; an effect the other way counts as inactive or inconclusive. Potency means the concentration at half of the fitted maximal effect.

SMILES | HepG2 viability | ATXN2 expr inh | Nrf2 activator | TGFb SMAD3 inh | MCF10A rerep | A549 tox | Nrf2 block | EPAC2 antag | S2 tox
CCCOc1cc(C)c(Cl)cc1S(=O)(=O)N(CC)CC | -19.0% | -11.8% | 0.4% | 2.6% | 2.9% | 3.2% | -15.6% | 0.5% | i
CN(Cc1ccccc1)Cc1cc(=O)oc2ccc3ccccc3c12 | -11.8% | 12.5% | 7.1% | ? | . | . | . | -17.5% | i
CNC(=O)c1ccc(-c2ccccc2)s1 | 6.8% | 36.0%[activator] | 5.2% | 12.1% | 21.7% | -7.0% | . | -14.8% | i
COC(=O)CN1C(=O)Nc2ccc(C)cc2C1c1ccccc1 (stereo not drawn) | -28.6% | -17.0% | -0.7% | -11.8% | 4.7% | -12.6% | -0.6% | ? | i
CCOC(=O)c1ccc2ncc3c(-c4ccccc4)nn(-c4ccc(F)c(Cl)c4)c3c2c1 | -30.6% | -9.3% | -0.2% | 8.4% | . | -1.8% | 9.0% | . | i
CCOC(=O)c1sc2c(c1C)c(=O)n(CCO)c(=O)n2Cc1ccccc1 | 1.3% | . | 4.2% | -11.1% | -1.8% | -0.1% | -2.4% | -4.5% | i
O=C(CN1c2ccccc2Sc2ccccc21)NNC(=O)Nc1ccc(Cl)c(Cl)c1 | 12.6µM* | -10.4% | 7.4% | ? | 16.4µM* | -18.6% | ? | -1.9% | i
O=C1NC[C@H](Cc2ccc(O)cc2)N(C[C@H]2CCCN2C[C@H](Cc2ccccc2)N2C[C@H](Cc3ccccc3)N(CCc3ccccc3)C(=O)C2=O)C1=O | 2.5% | -14.0% | 0.8% | -8.1% | . | . | . | 3.6% | ?
CCOc1ccc(C(=O)Nc2cccc3nsnc23)cc1[N+](=O)[O-] | 4.6% | -5.0%[11.3 µM] | -0.3% | 2.1% | -4.6% | 0.1% | -1.3% | 2.5% | i
O=C(CCCC(=O)OCC(Cl)=C(Cl)Cl)Nc1ccccc1F | -41.6% | -14.3% | -0.2% | 4.5% | 0.6% | 5.8% | 15.5% | -5.2% | i
COCCNC(=O)C1=NOC(Cn2cc(C#N)c(=O)n(C)c2=O)C1 (stereo not drawn) | -11.3% | 15.2% | 0.4% | -12.8% | 4.4% | 0.7% | -3.4% | -4.6% | i
NC(=O)c1ccc(NC(=O)COC(=O)CCN2C(=O)c3ccccc3C2=O)cc1 | 9.0% | 16.6% | -0.5% | -11.2% | -0.2% | -2.4% | 16.7% | 3.1% | i
Cc1nc(-c2ccc([N+](=O)[O-])cc2)nc2[nH]ccc(=O)c12 | -2.4% | 57.6%[activator] | 3.8% | 3.2% | 10.1% | 1.1% | ? | -8.7% | i
CCOC(=O)CSc1nc2nc(Cl)c(Cl)nc2[nH]1 | -22.0% | . | 1.8% | -1.1% | . | . | . | -0.4% | i
CN(C)S(=O)(=O)c1ccc(C(=O)Nc2cccc(S(=O)(=O)NC3=NCCC3)c2)cc1 | -12.5% | -18.2% | -1.1% | -5.4% | 3.2% | 2.4% | 3.5% | 2.7% | i
O=C(Nc1ncccn1)c1ccc([N+](=O)[O-])cc1[N+](=O)[O-] | -21.3% | . | 0.6% | -14.2% | -1.1% | 0.6% | 6.9% | 4.2% | i
Cc1c(C(=O)Nc2ccc(-c3nnc4n3CCCCC4)cc2)oc2ccc(Br)cc12 | -26.5% | -23.5% | 0.2% | -0.8% | 5.5% | -12.0% | ? | -1.4% | i
CCN1CCOC(=O)C1CC(=O)Nc1ccccc1C(F)(F)F (stereo not drawn) | -50.1% | 2.0% | 14.1% | ? | . | 2.8% | 14.7% | . | i
COc1ccc(N2CCN(C(=O)COc3ccc(S(=O)(=O)N4CCOCC4)cc3C)CC2)cc1 | -23.8% | -19.8% | 0.2% | -25.1% | 6.7% | -2.5% | ? | 4.4% | i
COc1ccc(-c2c(C#Cc3ccsc3)c3cc(-c4ccc5[nH]ccc5c4)ccc3n2C)cc1 | 1.5% | -15.6% | -1.5% | 0.9% | -38.0%[inhibitor] | -0.1% | 1.4% | -27.0% | i
O=C(COC(=O)c1cc(Br)ccc1O)Nc1cc(S(=O)(=O)N2CCCC2)ccc1Cl | -3.3% | 1.5%[11.3 µM] | 2.8% | -2.7% | 5.3% | -0.1% | -0.2% | 4.2% | i
COCCNC(=O)C1(C)CCCN(C(=O)c2cc(C)on2)C1 (stereo not drawn) | -12.5% | 0.7% | 0.0% | 8.7% | . | . | . | 0.1% | i
CCN(CC)S(=O)(=O)c1ccc2oc(Nc3ccccc3)nc2c1 | -14.2% | -6.9% | 7.6% | 9.7% | ? | -4.6% | ? | -5.9% | ?
Cc1ccc(C(=O)NCCCNc2ccc(C(F)(F)F)cc2[N+](=O)[O-])cc1 | -36.0% | ? | -0.2%[9.22 µM] | ? | 9.9% | 1.2% | -4.8% | 6.1% | ?
CCOC(=O)N1CCN(C(=O)CCS(=O)(=O)c2ccc(Br)s2)CC1 | -7.2% | 0.0% | 0.2% | -16.0% | -4.1% | -1.9% | . | -3.5% | i
COc1ccc(/C=N/N=C2/NC(=O)C(CC(=O)O)S2)cc1OS(=O)(=O)c1ccccc1 (stereo not drawn) | 0.5% | -9.4% | -0.8% | 0.5% | -17.5% | -9.3% | 16.9% | -4.9% | i
CC1=C(C(=O)Nc2cc(C)cc(C)c2)C2(CCCCC2)OC1=O | -3.0% | . | 0.6% | . | . | -14.4% | 8.9% | . | .
CCN(C(=O)COC(=O)c1cccc(C)c1[N+](=O)[O-])c1c(N)n(Cc2ccccc2)c(=O)[nH]c1=O | 5.1% | 4.0% | 0.4% | 2.4% | -0.2% | -4.9% | 14.6% | 10.1% | i
Cc1ccc2c(=O)cc(C(=O)NCCc3ccc(S(N)(=O)=O)cc3)oc2c1C | -14.2% | -29.2% | -0.9% | -10.5% | 12.7% | 4.3% | -21.2% | 1.0% | i
CCCc1nc(SCC(=O)O)c2sc(=S)n(-c3ccccc3)c2n1 | -13.1% | 0.4% | 0.2% | -3.0% | 4.4% | -2.9% | -18.1% | -7.4% | i
CC1Cc2ccccc2N1S(=O)(=O)c1c(N)n(C)c(=O)n(C)c1=O (stereo not drawn) | -3.3% | 0.4% | -0.8% | -3.0% | 1.2% | 7.3% | 1.8% | -5.5% | i
Cc1cc(NC(=O)c2ccc(Cn3cc([N+](=O)[O-])cn3)o2)no1 | 2.4% | -18.2% | -0.5% | -2.1% | -1.5% | 4.3% | -8.2% | 4.9% | i
COc1ccc(S(=O)(=O)NCc2cccn2Cc2cccc(C)c2)cc1Cl | -89.9% | ? | 2.2% | ? | . | 7.3% | . | . | i
O=S(=O)(N1CCOCC1)N1CCOCC1 | 13.4% | 8.6% | -0.4% | 10.1% | -2.2% | -2.5% | -9.5% | 10.8% | i
CCc1nonc1NC(=O)c1oc2cc(C)c(C)cc2c1C | 2.5%&-6.2% | . | 4.8%&4.6% | 1.0%&0.8% | ? | 2.2%&3.3% | ? | 2.2% | i
CN(C)CCCNC(=O)C(=O)NCC1CCCO1 (stereo not drawn) | 1.0% | 12.1% | -0.7% | -13.6% | 1.7% | -10.2% | 4.7% | 6.8% | i
Cc1ccc2nc(/C(C#N)=C\c3ccc(N4CCOCC4)o3)[nH]c2c1 | -18.7% | 60.1%[activator] | 6.1% | 107.8%[activator] | -4.1% | ? | ? | 16.7% | i
COc1ccc(C(c2c(NC(=O)c3ccco3)sc(C)c2C)N2CCOCC2)cc1 (stereo not drawn) | -1.4% | -16.2% | 1.9% | 0.3% | 15.8% | -17.3% | ? | -4.4% | i
O=C(NCc1ccco1)c1ccc(Cl)c(S(=O)(=O)N2CCOCC2)c1 | 3.5% | -2.0% | 0.3% | -8.2% | 2.5% | -5.1% | 11.2% | -6.5% | i
CCN(CC)C(=O)Cn1c(=O)n(Cc2ccc(C(=O)NCCCOC)cc2)c(=O)c2ccccc21 | -3.1% | 2.3% | 0.5% | 3.2% | . | -7.5% | -13.0% | . | i
CC1CCN(C(=O)CSc2nc3c(c(=O)n2C)SC(C)C3)CC1 (stereo not drawn) | 1.3% | -17.5% | -0.6% | -10.7% | -7.1% | -18.8% | ? | -0.9% | i
COc1ccc2[nH]c3c(c2c1)CCN1C(=O)C(CC(=O)NCC24CC5CC(CC(C5)C2)C4)C[C@H](C(=O)N(C(C)C)C(C)C)[C@@]31C (stereo partly drawn) | -50.9% | -35.4% | -2.0% | 11.2µM* | ? | -10.6% | ? | -14.0% | i
COc1ccc(NC(=O)CNCc2cccs2)c(OC)c1 | 1.8% | . | 5.2% | -2.8% | . | . | . | 0.8% | i
Cc1c(C(=O)NCc2ccc3c(c2)OCCO3)sc(=O)n1Cc1ccccc1C#N | 4.5% | -16.3% | 4.0% | 0.8% | . | . | . | -3.1% | i

Reformatted as tab-separated lines: 5 of the compounds above
SMILES	HepG2 viability	ATXN2 expr inh	Nrf2 activator	TGFb SMAD3 inh	MCF10A rerep	A549 tox	Nrf2 block	EPAC2 antag	S2 tox
COc1ccc(S(=O)(=O)NCc2cccn2Cc2cccc(C)c2)cc1Cl	-89.9%	?	2.2%	?	.	7.3%	.	.	i
O=C(NCc1ccco1)c1ccc(Cl)c(S(=O)(=O)N2CCOCC2)c1	3.5%	-2.0%	0.3%	-8.2%	2.5%	-5.1%	11.2%	-6.5%	i
COc1ccc(NC(=O)CNCc2cccs2)c(OC)c1	1.8%	.	5.2%	-2.8%	.	.	.	0.8%	i
O=S(=O)(N1CCOCC1)N1CCOCC1	13.4%	8.6%	-0.4%	10.1%	-2.2%	-2.5%	-9.5%	10.8%	i
Cc1ccc2nc(/C(C#N)=C\c3ccc(N4CCOCC4)o3)[nH]c2c1	-18.7%	60.1%[activator]	6.1%	107.8%[activator]	-4.1%	?	?	16.7%	i

The list is partial; the hit share may differ from the screen's.
